Screens (PubChem BioAssay)
H9c2 protect: protects H9c2 cardiomyocytes from peroxide injury; H2O2 injury protection, ATPLite, 2 h; protection from H2O2 cell death, % at 20 µM; 0.63% of 360,000 active; AID 588492;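 active = compounds giving at least 50% protection of heart cells from peroxide-induced death in the single-dose screen, raw or plate-pattern-corrected value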;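 note: 0% = DMSO wells with peroxide and 100% = DMSO wells without peroxide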
ABCB6 inh 2: human ABCB6 transporter inhibition; K562-ABCB6 porphyrin accumulation, flow cytometry, 1 h; active compounds read low; Q9NP58; AID 602162; fluorescence ratio to DMSO, % at 10 µM; 0.19% of 360,000 active;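 active = fluorescence ratio to DMSO below 75%, the collection mean minus 3 SD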;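 note: signal is porphyrin accumulated inside mitochondria; 100% equals median channel fluorescence of DMSO control wells; lower ratio means ABCB6 inhibition with less porphyrin fluorescence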
Target sequence (Q9NP58 whole entry, looked up): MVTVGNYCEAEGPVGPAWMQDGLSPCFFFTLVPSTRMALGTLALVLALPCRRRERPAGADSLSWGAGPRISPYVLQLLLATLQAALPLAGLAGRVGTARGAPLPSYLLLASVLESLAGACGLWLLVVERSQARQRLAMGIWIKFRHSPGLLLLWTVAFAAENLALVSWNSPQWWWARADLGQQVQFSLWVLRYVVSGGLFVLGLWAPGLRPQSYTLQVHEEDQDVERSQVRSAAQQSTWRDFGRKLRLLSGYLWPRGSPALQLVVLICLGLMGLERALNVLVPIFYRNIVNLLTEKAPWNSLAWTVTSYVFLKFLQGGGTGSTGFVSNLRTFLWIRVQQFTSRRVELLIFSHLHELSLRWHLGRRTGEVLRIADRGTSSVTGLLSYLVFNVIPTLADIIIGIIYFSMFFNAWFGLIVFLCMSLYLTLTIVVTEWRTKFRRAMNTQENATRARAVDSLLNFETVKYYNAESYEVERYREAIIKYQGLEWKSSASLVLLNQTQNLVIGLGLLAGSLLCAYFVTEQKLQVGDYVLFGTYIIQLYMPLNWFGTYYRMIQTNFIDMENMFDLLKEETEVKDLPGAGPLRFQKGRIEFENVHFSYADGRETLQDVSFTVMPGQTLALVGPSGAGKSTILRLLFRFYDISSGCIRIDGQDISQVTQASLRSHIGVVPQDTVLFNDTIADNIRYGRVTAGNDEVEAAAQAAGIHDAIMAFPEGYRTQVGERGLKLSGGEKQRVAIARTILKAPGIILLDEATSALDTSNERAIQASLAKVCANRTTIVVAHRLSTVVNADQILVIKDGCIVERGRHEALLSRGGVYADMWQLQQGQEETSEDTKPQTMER
MC4R barr agon: activates human MC4R beta-arrestin recruitment. activation, % at 8.9 µM. P32245. 0.98% of 360,000 active. U2OS MC4R beta-arrestin complementation, luminescence; percent of melanotan II response, DMSO zero;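 active = activation above a per-plate cutoff, the mean activation of sample wells on that plate plus 3 SD, cut at about 8% in these data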
MC4R antagonist: antagonists of human melanocortin 4 receptor (MC4R). P32245. MC4R-expressing cells, MTII-stimulated cAMP, LANCE TR-FRET. inhibition, % at 6.5 µM. 0.48% of 360,000 active. AID 540295;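 active = inhibition above its plate's cutoff, the mean of tested wells on that plate plus 3 SD, cut at about 29% in these data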;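 note: 0% = Melanotan II alone and 100% = Melanotan II plus saturating MCL0020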
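material = U2OS cells stably expressing human melanocortin 4 receptor (MC4R) | also added = Melanotan II challenge | dosing = single nominal compound dose of 6.5 µM | detection = TR-FRET with Eu-cAMP and labeled anti-cAMP, 671 nm | replication = singlicate | timing = compound 30 min, challenge 1 h, detection 1 h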
ABHD5-PLIN5 inh: blocks binding of human ABHD5 to perilipin-5 | Q00G26+Q8WTS1 | Split G. princeps luciferase complementation, luminescence, 4 h | AID 602281 | inhibition, % at 4 µM | 0.78% of 360,000 active;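 active = inhibition above the mean inhibition across every tested compound plus 3 SD, cut at about 22% in these data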;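 note: 0% = DMSO only wells and the 100% control is not disclosed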
hiPSC survival: enhancers of human iPSC single-cell survival. hiPSC single-cell survival, ATPlite luminescence; 100% = ROCK inhibitor wells, 0% = DMSO. survival enhancement, % at 20 µM. 0.044% of 360,000 active. AID 602274; in the data active = survival enhancement above about 18%;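 note: cells exposed to compounds for 16 hours before the ATP read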
aDG glyco act: alpha-DG glycosylation activation; 0.22% of 360,000 active; Pro5-aDG cells, alpha-DG glycosylation AlphaScreen (IIH6); 0% Pro5, 100% B10-LARGE cell signal; activation, % at 10 µM; AID 624168;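 active = activation of at least 8% versus controls, or a plate z-score of at least 8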;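 note: Pro5 are CHO cells carrying HIG-tagged alpha-DG that lacks glycosylation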
Granule exo inh: lytic granule exocytosis inhibition; 0.66% of 360,000 active; inhibition, % at 10 µM; AID 651702; TALL-104 LAMP-1 surface exposure, flow cytometry; cells stimulated with thapsigargin and PMA;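 active = inhibition above about 55%, limit read from the data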
N-glyco inh: blocks N-linked glycosylation in D54 reporter cells; reporter increase, % at 12.5 µM; D54 ERlucT glycosylation luciferase reporter, 24 h; percent of 100 nM tunicamycin response; 0.23% of 360,000 active;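 active = mean luciferase reporter signal, scaled so untreated is 0 and the glycosylation-blocking control 100, at or above a set limit in every replicate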;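 note: luciferase carries N-glycosylation sites so blocking glycosylation raises the light; 0% = median of neutral control wells and 100% = median of 100 nM tunicamycin wells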
m5-HT2A agonist: agonists of mouse serotonin 5-HT2A receptor (HTR2A); P35363; CHO-K1 mHTR2A beta-arrestin complementation, luminescence; percent of 30 µM serotonin response; activation, % at 7.6 µM; 0.66% of 360,000 active; AID 624169;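 active = activation above a run cutoff, the mean activation of all tested compounds plus 3 SD, cut at about 14% in these data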;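 note: 0% = plate median of compound wells and 100% = 30 µM serotonin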
An asterisk follows results filed as active.

structure	hiPSC survival	MC4R barr agon	ABCB6 inh 2	MC4R antagonist	aDG glyco act	H9c2 protect	ABHD5-PLIN5 inh	m5-HT2A agonist	Granule exo inh	N-glyco inh
Cc1cc(=O)[nH]c(NN=C2C3CC4CC(C3)CC2C4)n1	-0.8	2.6	93	10	0.0	1	-5	4	-2	-1
c1ccc2sc(Cc3nnc4n3CCCCC4)nc2c1	0.5	0.9	101	16	0.0	0	-6	-4	-1	0
Cc1ccc(-n2c(C)nnc2SCC(=O)NC2CCCC2)cc1	-0.3	-0.9	99	1	6.6	1	-3	9	10	2
Cc1ccc(C(=O)NCC(c2ccco2)N2CCc3ccccc32)cc1 (stereo not drawn)	-0.3	-2.0	99	9	0.5	-5	-6	-4	-2	-3
O=C(c1ccccc1-c1nc2ccccc2[nH]1)N1CCOCC1	-0.1	-1.5	96	-5	0.1	18	-5	-1	2	0
COc1ccc(-c2[nH]ncc2/C=N/NC(=O)c2ccncc2)c(OC)c1	0.5	-3.1	95	-5	-0.3	-4	-2	-6	9	0
O=C(COc1cccc(F)c1)Nc1nc(-c2cccnc2)cs1	4.1	0.7	103	5	0.3	10	14	2	8	-3
CN(c1ccccc1)S(=O)(=O)c1cccc(NC(=O)c2cccc(C#N)c2)c1	-0.1	-2.5	90	8	0.3	-10	-8	-3	-1	-3
CC(=O)N1CC(=O)N(Cc2ccccc2)/C(=C/c2ccccc2)C1=O	1.0	-3.9	94	1	0.0	6	2	-1	-1	-2
CN1CCN(C(=O)c2ccc(-n3cccn3)nc2)CC1	1.7	-2.2	104	6	0.0	8	3	-2	5	1
CCOc1cc(C=O)cc(Br)c1OCC(N)=O	-0.9	-1.9	90	-12	-0.1	7	-4	1	2	2
Cc1ccc2nc(SCC(=O)N3CCC(Cc4ccccc4)CC3)nc(=O)n2c1	-0.5	-1.4	97	-2	0.1	1	2	-5	0	-1
CCCCCC(=O)Nc1ccccc1N1CCOCC1	1.2	-1.6	98	11	0.0	3	2	1	-5	-3
N#Cc1c(N)c(C#N)c(-c2ccc(O)cc2)c2c1CCCC2	-2.7	1.3	97	3	-0.7	-5	-4	-2	-3	-4
COc1ccc([N+](=O)[O-])cc1C(=O)Nc1ccc(Cc2ccncc2)cc1	-0.4	-3.6	98	-8	0.5	-6	3	0	-11	1
COc1ccc(C(=O)N/N=C/c2c[nH]c3ccccc23)cc1	-0.9	-1.2	90	4	0.0	-10	-3	-5	-11	0
Cc1ccc(Cl)cc1-c1cc(C(=O)NCc2cc(C(F)(F)F)cc(C(F)(F)F)c2)[nH]n1	0.3	1.9	97	6	-0.1	-16	-5	-5	8	-4
O=C(Cc1ccc([N+](=O)[O-])cc1)N/N=C/c1cccs1	-0.2	-1.2	98	1	0.0	-7	-4	0	-1	2
Cn1c(Cn2c(=O)sc3ccccc32)nnc1SCC(=O)NC1CCCC1	-0.5	1.3	100	2	-0.4	12	8	0	-4	-1
Cc1nnc(N/N=C/c2ccco2)n1N	-0.3	-1.8	91	10	-0.2	-3	-23	0	0	5
CCc1nccn1S(=O)(=O)c1ccccc1[N+](=O)[O-]	1.5	0.1	93	2	0.1	2	5	4	-5	0
Cc1noc(C)c1NC(=O)Nc1ccc2c(c1)C(=O)N([C@H](C)CO)C[C@H](C)[C@@H](CN(C)C(=O)NC1CCCCC1)O2	-0.5	0.2	96	3	0.0	3	3	0	3	1
N#C/C(=C\c1c(F)cccc1Cl)c1nn(-c2ccccc2)c(-n2cccc2)c1C#N	-0.8	-0.4	95	4	-0.4	1	21	0	-10	-2
CC1CCCN(C(=O)c2cc(F)c(F)cc2Cl)C1 (stereo not drawn)	0.8	-0.4	111	0	-0.1	-2	-1	-4	-2	0
CN(C)C(=O)CSc1ccccc1C(=O)OCC(=O)NC1CC1	-0.3	-1.9	98	-8	0.2	8	-5	-2	-2	1
Cc1ccc(OCc2nnc(NC(=O)OCC(C)C)s2)cc1	0.7	5.8	104	-1	0.0	-9	-2	-5	-6	0
COc1cc(/C=N/Nc2ccc(C)cc2)cc(Br)c1O	-0.4	-3.1	98	4	-0.7	-6	-3	-4	0	-2
COC(=O)N1CCCc2cc(C)ccc21	0.6	0.4	103	20	0.0	4	-5	5	-2	2
C=CCn1c(SCc2ccc(C(=O)O)cc2)nc2sc(C)c(C)c2c1=O	-0.5	-0.5	98	11	-0.1	-9	1	13	0	4
c1ccc(CN2C3=NCCN3c3ccccc32)cc1	-0.3	-1.1	103	5	0.0	5	1	-3	-9	0
CCCCOC(=O)C1=C(C)Nc2ncnn2C1c1cccc(OC)c1OC (stereo not drawn)	0.2	-0.7	94	5	0.0	1	4	7	-4	3
CN(C(=O)CSc1nnc(-c2ccccc2F)n1N)C1CCCCC1	-0.5	-1.9	99	1	1.2	-2	4	1	-1	4
c1ccc(Cn2nnc3c(N4CCCCCC4)ncnc32)cc1	-0.9	-2.0	99	-1	0.1	-1	10	8	-3	-11
CN1C(=O)C(C)(C)c2cc(S(=O)(=O)N3CCCC(C(=O)NCc4ccc(F)cc4)C3)ccc21 (stereo not drawn)	-2.7	-1.1	98	18	0.2	-6	-2	1	-10	-2
COc1ccc(N2CCN(C(=O)Cn3nnc(-c4ccc(N(C)C)cc4)n3)CC2)cc1	0.8	-2.6	93	2	0.0	1	0	1	2	0
Cc1ccc(S(=O)(=O)NCC2CCC(C(=O)NCc3cccs3)CC2)cc1 (stereo not drawn)	-1.6	-2.5	103	5	0.4	7	0	-5	-5	-2
COc1cccc(C(C)NC(=O)Nc2cccc(C(F)(F)F)c2)c1 (stereo not drawn)	1.6	0.3	103	0	0.0	-23	-4	-4	-2	-1
Cc1nn(CC(=O)N(C)C2CCS(=O)(=O)C2)c(C)c1[N+](=O)[O-] (stereo not drawn)	-0.3	-0.4	98	5	-0.1	0	-1	3	-13	-1
COC(=O)/C=C1\SC(=NC(=O)c2ccc(OC)cc2)NC1=O	-0.5	0.5	101	24	0.2	-3	-2	-3	-4	2
O=C(NCCCn1ccnc1)c1cc(S(=O)(=O)N2CCOCC2)ccc1F	2.1	0.4	105	26	0.1	5	0	0	-1	-2
COc1cccc(C(=O)NCc2n[nH]c(=S)n2-c2cccc(C)c2)c1	-0.2	-3.8	98	5	0.1	-2	0	0	-1	2
COCCNC(=S)N/N=C(\C)CCc1ccc2c(c1)OCO2	-2.1	-3.4	99	8	4.7	2	0	9	2	1
O=C(COc1ccc2c(c1)OCO2)Nc1ccc(Cl)cn1	-0.5	0.6	100	13	-0.2	-6	4	-6	4	-2
COc1ccc(C(=O)Nc2c(N)nc(SCC(=O)c3ccccc3)[nH]c2=O)cc1	0.1	-2.8	98	10	0.2	-3	0	-3	2	1
COc1ccc(CNC(=O)CN(c2ccccc2)S(=O)(=O)N(C)C)cc1	1.2	-1.5	96	-4	0.5	4	-7	-1	-1	1
CN(C(=O)CSc1nc2ccccc2c(=O)n1-c1ccc(F)cc1)C1CCS(=O)(=O)C1 (stereo not drawn)	0.6	-3.8	95	-2	0.2	5	-2	3	-1	2
COC(=O)NNC(=O)c1ccc(C)cc1	-1.4	-0.8	98	7	0.1	-2	7	2	7	1
CC12CN3CC(C)(CN(C1)C3c1ccccc1Cl)C2O (stereo not drawn)	0.1	1.0	100	14	-0.1	2	0	5	2	1
NC(=O)c1cccc(-c2cccc3nccn23)c1	-3.1	0.0	93	5	-0.2	13	6	6	6	1
Fc1cccc(Cl)c1CSc1ncn[nH]1	5.1	0.0	97	3	0.0	-2	-3	-2	0	3
N#C/C(=C(/O)c1ccc([N+](=O)[O-])cc1)c1nc2ccccc2[nH]1	1.2	1.7	101	15	0.1	0	-3	-1	-3	-2
C[C@H](CO)N1C[C@H](C)[C@@H](CN(C)Cc2ccccc2F)Oc2ncc(Br)cc2C1=O	-2.1	-1.2	94	4	0.1	0	-2	0	6	1
COC(=O)Cc1ccc(OCC(=O)NC2CCCC2)cc1	0.8	-0.5	96	5	0.1	2	5	4	-1	1
CCC(C)C(N=C1NS(=O)(=O)c2ccccc21)C(=O)N1CCC(C)CC1 (stereo not drawn)	-0.1	-3.6	102	9	-0.2	7	-4	7	20	1
O=C(Nc1ccccc1C(=O)NCCCN1CCOCC1)c1ccc(Cl)cc1	-0.6	0.4	100	8	-0.1	6	8	-4	24	1
C/C(=N/Nc1nc(-c2ccccc2)cc(-c2ccc(F)cc2)n1)c1cccc(N)c1	0.0	-0.7	97	10	1.4	5	-1	-4	0	9

Continued.
structure	hiPSC survival	MC4R barr agon	ABCB6 inh 2	MC4R antagonist	aDG glyco act	H9c2 protect	ABHD5-PLIN5 inh	m5-HT2A agonist	Granule exo inh	N-glyco inh
COc1cc2ncnc(NCc3ccc(C)cc3)c2cc1OC	6.3	-0.2	94	4	0.7	-12	-2	-4	3	1
COc1cccc(N(CC(=O)NC2CCCC2)C(=O)CCCC(=O)Nc2ccccn2)c1	0.7	-1.3	97	-9	-0.2	3	0	1	-1	0
CN(CC1CCCN(CCc2cccc(C(F)(F)F)c2)C1)C(=O)c1ccco1 (stereo not drawn)	0.1	-2.5	99	1	-0.4	-1	11	-2	-18	2
O=C(Nc1cccc(C(=O)N2CCCCC2)c1)c1ccccc1	-0.1	4.0	95	10	0.0	-3	-1	2	-1	0
C=C(C)CNC(=S)NNC(=O)CCn1c2ccc(Cl)cc2c2cc(Cl)ccc21	-3.3	11*	93	-1	0.4	-2	10	5	3	-2
O=C(CN(C(=O)C1CSC(=O)C1)c1ccc(F)cc1)NCc1ccc2c(c1)OCO2 (stereo not drawn)	0.3	0.7	96	-1	0.0	-2	5	12	16	1
COc1ccc(CN2CNc3c(c(=O)n(C)c(=O)n3C)C2)cc1	-1.1	-2.4	106	16	-0.2	3	4	-1	-4	2
O=[N+]([O-])c1ccccc1/C=N/n1c(C2CCCCC2)n[nH]c1=S	-1.4	-1.6	99	21	-0.4	0	3	-4	5	4
CC(C)C(=O)Nc1nnc(SCC(=O)NCc2ccco2)s1	0.5	-1.4	100	-4	-0.2	-2	-1	2	0	3
CC(C)(C)S(=O)N1Cc2cn(Cc3ccccc3)c(=O)cc2[C@H]1CCO (stereo partly drawn)	-1.3	0.9	101	-4	-0.1	4	-3	1	2	1
CN(C(=O)COC(=O)Cn1cnc2c1c(=O)n(C)c(=O)n2C)C1(C#N)CCCCC1	-0.2	-2.7	98	-1	-0.3	-2	8	2	0	4
Cc1cccc(N=Nc2c(C)c(C#N)c(O)[nH]c2=O)c1	-3.2	-0.6	102	7	0.6	-11	3	0	2	16
Cc1ccc(CNC(=O)CCc2c(C)nc3ncnn3c2C)cc1	8.1	1.6	94	21	0.2	0	3	7	2	-1
